Screening results from PubChem.
Cdc42 wt GTP: modulators of GTP binding to wildtype Cdc42, primary screen, biochemical, multiplex bead flow cytometry, Bodipy-GTP; Cell division control protein 42 homolog (Homo sapiens), P60953; GST-Cdc42 beads; actives lie on both sides; percent activity (GTP binding), % at 10 µM; actives 0.2% (n = 190,000); AID 761, 2007;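 active = percent activity GTP binding at least 20 points away from the 100% baseline, either down as inhibitor or up as activator; inconclusive = compound flagged as likely green fluorescent from well-wide comparison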;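 also: median bead fluorescence of bound Bodipy-FL-GTP at 100 nM; 0% = excess unlabeled GTP control and 100% = no compound control; below 100% means less GTP binding so inhibitor and above means activator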
Target sequence (P60953 whole entry, looked up): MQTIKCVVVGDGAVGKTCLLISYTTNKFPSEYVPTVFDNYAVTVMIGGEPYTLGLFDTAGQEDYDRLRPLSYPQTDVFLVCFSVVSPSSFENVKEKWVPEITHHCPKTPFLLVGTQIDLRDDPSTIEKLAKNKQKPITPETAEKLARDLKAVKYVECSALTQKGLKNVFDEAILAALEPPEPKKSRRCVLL
HRas wt GTP bind: modulators of GTP binding to HRas wildtype, primary screen, biochemical, bead-based flow cytometry, multiplex | GTPase HRas (Homo sapiens), P01112 | GST-Ras wt beads, Bodipy-FL-GTP binding; actives lie on both sides | GTP binding activity, % at 10 µM | actives 0.14% (n = 190,000) | AID 759, 2007;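 active = GTP binding activity at least 20% away from the 100% baseline, either lowered as inhibitor or raised as activator; inconclusive = flagged as likely green fluorescent, judged across all proteins in the well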;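 also: 0% = unlabeled GTP competition control and 100% = no-compound control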
Target sequence (P01112 whole entry, looked up): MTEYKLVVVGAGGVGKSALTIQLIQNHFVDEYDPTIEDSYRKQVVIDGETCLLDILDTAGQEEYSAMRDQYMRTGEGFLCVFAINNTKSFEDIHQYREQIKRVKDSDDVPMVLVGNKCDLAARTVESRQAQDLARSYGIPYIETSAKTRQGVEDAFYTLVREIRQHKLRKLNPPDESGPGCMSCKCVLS
Rab7 wt modul: modulators of GTP binding to Rab7, primary screen, biochemical, wildtype, multiplex bead flow cytometry; GST-Rab7 beads, fluorescent GTP binding; actives lie on both sides; untreated = 100%, excess cold GTP = 0%; GTP binding activity (percent of control), % at 10 µM; actives 0.055% (n = 190,000); AID 758, 2007;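 active = fluorescent GTP binding to Rab7 beads changed by at least 20 points from the 100% baseline, either direction, mostly lower; inconclusive = compound itself probably fluorescent, or too few beads counted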;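 also: median green fluorescence of bound Bodipy-FL-GTP per Rab7 bead population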
Pf gamet viab: late stage P. falciparum gametocyte viability inhibitors, primary screen, ATP luminescence, HTS; inhibition, % at 10.9 µM; P. falciparum stage V gametocytes, 24 h; AID 743093, 2013; actives 0.065% (n = 150,000);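 active = inhibition above the mean plus 3 SD of compounds within the control limits, set per campaign, cut at about 38% in these data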;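 also: 0% = DMSO wells and 100% = medium only without gametocytes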
RGS8-Gao: RGS8-Galphao binding modulators, primary screen, biochemical, multiplexed bead flow cytometry; Guanine nucleotide-binding protein G(o) subunit alpha (Homo sapiens), P09471; actives lie on both sides; response (percent of control binding), % at 10 µM; actives 0.34% (n = 220,000); in the data active = response below about 60% or above about 140%; inactive = in between;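 also: Galphao activated as the GDP aluminium fluoride complex binding bead-coupled RGS8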
Mcl1-Noxa inh: Mcl-1/Noxa binding inhibitors, primary screen, biochemical, TR-FRET, 1536-well. Induced myeloid leukemia cell differentiation protein Mcl-1 (Homo sapiens), Q07820. actives 1.5% (n = 220,000). TR-FRET Mcl-1/Noxa peptide binding, 2 h. inhibition, % at 21.7 µM;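 active = compounds that cut the protein-peptide binding signal by more than 50% relative to plate controls in a single-dose test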;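 also: His-tagged Mcl-1 with rhodamine Noxa BH3 peptide and terbium anti-His antibody; 0% = Mcl-1 plus Noxa peptide wells and 100% = peptide-only wells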
Target sequence (Q07820 whole entry, looked up): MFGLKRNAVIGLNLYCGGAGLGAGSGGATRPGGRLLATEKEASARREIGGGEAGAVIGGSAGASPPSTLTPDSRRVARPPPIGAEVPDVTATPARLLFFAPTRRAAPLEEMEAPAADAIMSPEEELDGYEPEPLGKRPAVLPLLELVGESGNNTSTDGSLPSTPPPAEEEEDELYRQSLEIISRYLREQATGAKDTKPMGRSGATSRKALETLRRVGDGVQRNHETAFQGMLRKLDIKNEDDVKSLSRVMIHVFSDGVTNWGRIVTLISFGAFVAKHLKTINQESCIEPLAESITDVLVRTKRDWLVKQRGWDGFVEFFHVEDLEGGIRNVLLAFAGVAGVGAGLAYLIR
Mcl1-Bid inh: Mcl-1/Bid binding inhibitors, primary screen, biochemical, TR-FRET, 1536-well; Induced myeloid leukemia cell differentiation protein Mcl-1 (Homo sapiens), Q07820; TR-FRET Mcl-1/Bid-Dy647 peptide binding; actives 0.97% (n = 220,000); inhibition, % at 21.7 µM;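 active = compounds that cut the binding signal by more than half at the single screening dose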;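 also: His-tagged Mcl-1 with europium anti-His antibody binding Bid BH3 peptide; 0% = Mcl-1 plus peptide wells and 100% = peptide-only wells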
Rac1 mut GTP: GTP binding modulators of activated mutant Rac1, primary screen, biochemical, bead-based flow cytometry, multiplex, fluorescent GTP | GST-Rac1 activated beads; actives lie on both sides; 100% means binding = to untreated wells | actives 0.11% (n = 190,000) | AID 764, 2007 | percent activity (GTP binding), % at 10 µM | Ras-related C3 botulinum toxin substrate 1 (Homo sapiens), P63000;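 active = GTP binding at least 20 percentage points away from the 100% baseline, in either direction, so actives lie on both sides; inconclusive = Compound likely fluorescent itself, or too few beads counted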
Rab2 wt GTP: modulators of GTP binding to Rab2A wildtype, primary screen, biochemical, dog, bead-based flow cytometry, multiplex. GTP binding activity, % at 10 µM. actives 0.19% (n = 190,000). Ras-related protein Rab-2A (Canis lupus familiaris), P61105. AID 760, 2007. GST-Rab2 wt beads, Bodipy-GTP binding;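 active = GTP binding activity at least 20 points away from 100%, either lowered or raised; inconclusive = signal likely due to the compound's own green fluorescence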;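 also: 0% = beads with excess unlabeled GTP and 100% = no-compound control corrected for plate trend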
Bim-Mcl-1: inhibitors of Bim peptide binding to Mcl-1, primary screen, biochemical, bead-based flow cytometry, multiplex; Induced myeloid leukemia cell differentiation protein Mcl-1 (Homo sapiens), Q07820; Bim peptide-Mcl-1 binding; inhibition, % at 10 µM; actives 0.1% (n = 190,000); AID 1009, 2008; in the data active = inhibition above about 40%;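 also: 0% = no compound tracer wells and 100% = peptide blocker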
Rac1 wt modul: wildtype Rac1 GTP binding modulators, primary screen, biochemical, GST-Rac1 beads, flow cytometry, multiplex; fluorescent GTP binding; actives lie on both sides; 0 = cold GTP competed, 100 = untreated; GTP binding activity (% of control), % at 10 µM; actives 0.27% (n = 190,000);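 active = GTP binding activity at least 20 points away from the 100% control level, either lower or higher; inconclusive = compound flagged as likely green fluorescent, judged across all proteins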
Active calls of the source: *; u = inconclusive; x = not tested or not shown.

SMILES	Cdc42 wt GTP	HRas wt GTP bind	Rab7 wt modul	Pf gamet viab	RGS8-Gao	Mcl1-Noxa inh	Mcl1-Bid inh	Rac1 mut GTP	Rab2 wt GTP	Bim-Mcl-1	Rac1 wt modul
COc1cccc(CN2CCN(C3CCN(c4cccc(C)c4C)CC3)CC2CCO)c1 (stereo unspecified)	98	98	99	-10	101	6	-9	95	95	-6	102
COc1ccc(CC(=O)NNc2ncnc3c2cnn3C)cc1	100	99	94	-4	103	19	4	96	99	x	103
S=c1[nH]nc(CCc2ccccc2)n1-c1ccccc1	103	100	101	x	95	16	-42	100	99	-6	103
COCC(=O)OCC(=O)Nc1cc(C(C)(C)C)nn1-c1ccccc1	105	102	99	x	99	1	-1	99	102	0	108
COc1ccc(N2CCN(CCC(N)=O)CC2)cc1	96	98	96	x	103	2	-14	94	96	-4	96
O=C1C2C3C=CC(C4CC34)C2C(=O)N1CCc1ccccc1 (stereo unspecified)	101	98	100	x	112	7	-3	99	98	-4	102
Brc1cccc(CSc2nnc(-c3ccncc3)o2)c1	97	95	97	-3	102	10	-16	94	95	-1	98
O=C(Cc1ccccc1)Nc1ccc(N2CCN(Cc3ccccc3F)CC2)cc1	98	100	99	-19	98	4	-61	97	99	-2	101
CNC(=O)c1ccc(CNC(=O)OCC(F)(F)F)cc1	100	98	98	x	92	8	-32	99	97	1	103
CCC1CSC(Nc2ccc(C(=O)/C=C/c3ccc(OC)c(OC)c3)cc2)=N1 (stereo unspecified)	95	94	95	x	85	68*	-28	97	92	0	99
Cc1ccc(Cl)cc1N1CCN(C(=O)c2ccc(CN3CCOCC3)cc2)CC1	100	100	101	-3	106	23	-15	100	99	-4	102
O=C(Cc1ccc(Cl)cc1)c1c[nH]c(C(=O)NCCCN2CCOCC2)c1	97	102	107	-2	100	2	-10	95	98	0	103
CC(C)c1ccc(CN(C)CC(O)c2ccccc2)cc1 (stereo unspecified)	97	97	102	-16	100	18	10	96	96	0	99
O=C(Nn1c(-c2ccc(F)cc2)nc2ccccc2c1=O)c1cccnc1	96	94	97	9	100	19	0	96	96	5	97
COc1ccc(C(C)NC(=O)C2CCCO2)cc1OC (stereo unspecified)	106	102	100	x	100	-5	-45	103	104	-2	106
O=C(NCCC1=CCCCC1)C1CCN(C(=O)Nc2ccccc2)CC1	98	97	96	x	96	13	32	95	96	0	95
CCOC(=O)C(=O)Nc1cc(C)on1	101	100	106	0	102	8	-7	97	100	-8	101
Cc1ccc(CC2CC(=O)N(c3nc(C)cc(C)n3)C2=O)cc1 (stereo unspecified)	94	98	96	-3	99	2	-14	97	100	0	99
COc1cccc(N2CCN(C3CCCC(C)C3)CC2)c1 (stereo unspecified)	u	u	u	x	102	-8	-37	u	u	-4	u
COCC(=O)N(Cc1cc2cc(OC)ccc2[nH]c1=O)c1ccccc1	98	97	100	x	100	20	17	97	97	-4	95
COc1ccc(CC2(CO)CCN(Cc3cnn(C)c3C)CC2)cc1	97	92	95	-4	104	-9	-31	97	95	1	100
O=C(OCc1cnc(Cl)s1)c1ccccc1Cl	102	100	100	16	100	7	-19	100	97	0	105
CC(C)Sc1nc2c([nH]c3ccccc32)c(=O)n1C	97	101	101	-5	102	-11	-32	95	98	-1	99
COc1ccccc1NC(=O)N1CCCC1C(=O)NCc1ccccc1 (stereo unspecified)	101	99	97	x	99	0	1	100	98	-2	100
CCn1cc(/C=C(\NC(=O)c2ccc(OC)c(OC)c2)C(=O)NCCCO)c2ccccc21	93	93	91	12	99	10	-9	95	94	2	96
COc1cc(C(=O)NCc2ccncc2)cc(OC)c1OC	93	95	96	3	101	-3	-9	94	95	0	100
N/C(=N\OC(=O)COc1ccc2ccccc2c1)c1cccnc1	103	99	101	5	103	3	61*	99	100	-6	99
O=C(NCc1ccccc1)C1CCCN(C(=O)Nc2ccccc2)C1 (stereo unspecified)	99	101	101	8	101	-2	-41	100	100	0	103
COc1cccc(C(=O)/C=C/Nc2ccc(S(=O)(=O)Nc3onc(C)c3C)cc2)c1	97	94	93	25	100	2	-12	94	92	66*	94
CCOc1ccc(OCC)c(NC(=O)CC2Oc3ccccc3NC2=O)c1 (stereo unspecified)	97	103	100	x	106	5	5	100	99	-1	101
CN(C)c1ccc(C(=O)/C=C/c2ccccc2)cc1	99	100	104	x	99	2	-24	96	99	0	96
COC(=O)c1ccc(N2CCN(C)CC2)c(NC(=O)c2cc3ccccc3o2)c1	97	97	99	x	97	28	-41	96	97	0	100
O=C(CN(c1ccccc1F)S(=O)(=O)c1ccccc1)Nc1ccccc1C(=O)N1CCOCC1	100	103	106	24	102	-3	-20	99	104	0	103
COc1ccc(OC)c(CN2CCC(C(=O)N(C)CCc3ccc(OC)c(OC)c3)CC2)c1	100	97	99	-4	106	23	14	99	97	-1	100
COc1cccc(C2CC(c3cccs3)=NN2S(C)(=O)=O)c1OC (stereo unspecified)	94	97	99	x	106	-14	-33	95	98	-1	95
COC(=O)/C=C/C(=O)Nc1cccnc1	101	99	96	x	101	13	-9	99	101	-2	103
CCC(=O)Nc1ccc(-c2nnc(-c3ccccc3)o2)cc1	100	101	100	7	100	x	x	100	99	0	101
COc1ccc(NC(=O)Cn2c(=O)n(-c3ccccc3)c(=O)c3sccc32)c(OC)c1	97	99	108	27	109	-8	-29	100	103	-1	97
CCCCCOC(=O)Cn1c(=O)c2c(nc(N3CCOCC3)n2C)n(C)c1=O	105	106	102	10	103	11	-33	100	103	-6	106
CCOC(=O)c1c(C)n(C)c2cc(OCCN(CC)CC)ccc12	106	102	103	x	100	8	-17	102	103	-2	105
OC(COc1c(Br)cc(Br)cc1Br)CN1CCOCC1 (stereo unspecified)	102	100	102	2	103	19	22	99	101	0	103
COc1cc(OC)c(NS(=O)(=O)c2ccc(Cl)c(C(=O)OC(C)C(=O)N3CCCC3)c2)cc1Cl (stereo unspecified)	101	99	97	-5	100	7	-12	99	99	-1	102
O=C(O)C1CCCN(S(=O)(=O)c2ccc(Br)cc2)C1 (stereo unspecified)	106	105	106	x	99	3	-21	101	104	0	111
O=c1c2oc3ccccc3c2ncn1Cc1cccc(Cl)c1	99	95	94	-38	99	5	6	95	98	-1	98
O=c1cc(CSc2nc3ccccc3[nH]2)c2ccccc2[nH]1	108	107	101	x	98	-7	-2	103	103	-2	107
Cc1cc(C(F)F)n2nc(C(=O)Nc3ccc(S(=O)(=O)NC45CC6CC(CC(C6)C4)C5)cc3)nc2n1	103	102	102	x	101	12	-7	100	101	0	102

In a second layout: results already given
| Compound | Cdc42 wt GTP | HRas wt GTP bind | Rab7 wt modul | Pf gamet viab | RGS8-Gao | Mcl1-Noxa inh | Mcl1-Bid inh | Rac1 mut GTP | Rab2 wt GTP | Bim-Mcl-1 | Rac1 wt modul |
| --- | --- | --- | --- | --- | --- | --- | --- | --- | --- | --- | --- |
| CCOc1ccc(OCC)c(NC(=O)CC2Oc3ccccc3NC2=O)c1 (stereo unspecified) | 97 | 103 | 100 | x | 106 | 5 | 5 | 100 | 99 | -1 | 101 |
| CN(C)c1ccc(C(=O)/C=C/c2ccccc2)cc1 | 99 | 100 | 104 | x | 99 | 2 | -24 | 96 | 99 | 0 | 96 |
| COC(=O)c1ccc(N2CCN(C)CC2)c(NC(=O)c2cc3ccccc3o2)c1 | 97 | 97 | 99 | x | 97 | 28 | -41 | 96 | 97 | 0 | 100 |
| O=C(CN(c1ccccc1F)S(=O)(=O)c1ccccc1)Nc1ccccc1C(=O)N1CCOCC1 | 100 | 103 | 106 | 24 | 102 | -3 | -20 | 99 | 104 | 0 | 103 |
| COc1ccc(OC)c(CN2CCC(C(=O)N(C)CCc3ccc(OC)c(OC)c3)CC2)c1 | 100 | 97 | 99 | -4 | 106 | 23 | 14 | 99 | 97 | -1 | 100 |
| COc1cccc(C2CC(c3cccs3)=NN2S(C)(=O)=O)c1OC (stereo unspecified) | 94 | 97 | 99 | x | 106 | -14 | -33 | 95 | 98 | -1 | 95 |
| COC(=O)/C=C/C(=O)Nc1cccnc1 | 101 | 99 | 96 | x | 101 | 13 | -9 | 99 | 101 | -2 | 103 |
| CCC(=O)Nc1ccc(-c2nnc(-c3ccccc3)o2)cc1 | 100 | 101 | 100 | 7 | 100 | x | x | 100 | 99 | 0 | 101 |
| COc1ccc(NC(=O)Cn2c(=O)n(-c3ccccc3)c(=O)c3sccc32)c(OC)c1 | 97 | 99 | 108 | 27 | 109 | -8 | -29 | 100 | 103 | -1 | 97 |
| CCCCCOC(=O)Cn1c(=O)c2c(nc(N3CCOCC3)n2C)n(C)c1=O | 105 | 106 | 102 | 10 | 103 | 11 | -33 | 100 | 103 | -6 | 106 |
| CCOC(=O)c1c(C)n(C)c2cc(OCCN(CC)CC)ccc12 | 106 | 102 | 103 | x | 100 | 8 | -17 | 102 | 103 | -2 | 105 |
| OC(COc1c(Br)cc(Br)cc1Br)CN1CCOCC1 (stereo unspecified) | 102 | 100 | 102 | 2 | 103 | 19 | 22 | 99 | 101 | 0 | 103 |
| COc1cc(OC)c(NS(=O)(=O)c2ccc(Cl)c(C(=O)OC(C)C(=O)N3CCCC3)c2)cc1Cl (stereo unspecified) | 101 | 99 | 97 | -5 | 100 | 7 | -12 | 99 | 99 | -1 | 102 |
| O=C(O)C1CCCN(S(=O)(=O)c2ccc(Br)cc2)C1 (stereo unspecified) | 106 | 105 | 106 | x | 99 | 3 | -21 | 101 | 104 | 0 | 111 |
